MsrA inh: bovine MsrA enzyme inhibitors, primary screen, biochemical, absorbance, HTS | 360,000 compounds, 0.75% hits | Methionine sulfoxide reductase A (Bos taurus) | purified bovine MsrA, absorbance read-out | inhibition, % at 15.5 µM | AID 651718, 2012; in the data active = inhibition above about 4.5%;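 also: 0% = vehicle wells with enzyme and 100% = reference inhibitor wells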
Scp1 inh: Scp-1 phosphatase inhibitors, primary screen, biochemical, colorimetric, uHTS. 340,000 compounds, 0.88% hits. inhibition, % at 20 µM. Recombinant Scp1, phosphopeptide, malachite green phosphate absorbance;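 active = inhibition above about 50% at 20 µM, limit read from the data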;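 also: plate controls were DMSO wells with enzyme for no effect and wells lacking enzyme for full effect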
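Test system: SCP-1 catalytic domain; Buffer or medium: Acidic Tris acetate buffer with magnesium and detergent; Also added: Phosphorylated 17-residue peptide substrate; Compound: single 20 µM dose, 1% DMSO; Schedule: enzyme reaction 45 min at room temperature, colour 5 min, stabilisation 30 min; Signal: Phosphate-binding colour reagent, absorbance read at 630 nm.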
DNMT1 block: human DNMT1 methyltransferase inhibitors, primary screen, biochemical, molecular beacon, fluorescence, HinP1I cleavage, uHTS. DNA (cytosine-5)-methyltransferase 1 (Homo sapiens), P26358. inhibition (reported as % activation of signal), % at 10 µM. 360,000 compounds, 0.83% hits; in the data active = inhibition above about 50%
SUMO1-SIM PPI: modulators of SUMO1 protein-protein interactions, primary screen, biochemical, uHTS; SUMO1 binding to a labelled peptide, TR-FRET, 1 h; inhibition, % at 20 µM; 360,000 compounds, 0.33% hits; in the data active = inhibition above about 37%
STEP block: STEP phosphatase inhibitors, primary screen, biochemical, fluorescence intensity, uHTS. Tyrosine-protein phosphatase non-receptor type 5 (Homo sapiens), P54829. inhibition, % at 20 µM. recombinant STEP, OMFP fluorogenic substrate. 360,000 compounds, 0.25% hits;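 active = inhibition at 20 µM, scaled per plate between control wells, above about 37%, limit read from the data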;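 also: 0% = DMSO with enzyme and substrate and 100% = substrate only without enzyme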
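Assay system: isolated STEP enzyme / Timing: 20 min at room temperature, dark / Doses: 20 µM, 1% DMSO / Technique: fluorescence intensity, excitation 480 nm, emission 540 nm / Reagent: fluorogenic phosphatase substrate OMFP at 25 µM final / Measure: percent inhibition scaled to no-enzyme and uninhibited-enzyme controls, plate-pattern corrected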
LMPTP inh: LMPTP phosphatase inhibitors, primary screen, biochemical, fluorescence intensity, uHTS. recombinant LMPTP-A, OMFP fluorogenic substrate. inhibition, % at 20 µM. 360,000 compounds, 0.22% hits. AID 651560, 2012;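 active = compounds that cut the enzyme signal by at least half of the control window in the single-dose screen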;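 also: plate controls were DMSO wells with enzyme plus substrate for no effect and substrate without enzyme for full effect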
Target sequence (P24666 whole entry, looked up): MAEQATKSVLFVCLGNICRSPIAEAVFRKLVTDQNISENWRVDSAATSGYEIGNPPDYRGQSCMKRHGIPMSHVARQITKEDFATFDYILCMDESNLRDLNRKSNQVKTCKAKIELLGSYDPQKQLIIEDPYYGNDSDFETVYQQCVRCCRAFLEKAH
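Material: LMPTP-A; amount: 0.625 nM enzyme; doses: single 20 µM dose; times: reaction 50 min, room temperature, dark; technique: fluorescence intensity of OMFP turnover product; benchmarks: no-enzyme and uninhibited controls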
MsrA act: bovine MsrA enzyme activators, primary screen, biochemical, absorbance, HTS; Methionine sulfoxide reductase A (Bos taurus); purified bovine MsrA, absorbance read-out; activation, % at 10.6 µM; 360,000 compounds, 0.3% hits; AID 602163, 2012; in the data active = activation above about 7.5%;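 also: 0% = vehicle and 100% = reference activator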
E coli Lon inh: inhibitors of E. coli Lon protease, primary screen, biochemical, fluorescence polarization; P0A9M0; purified E. coli Lon protease; inhibition, % at 7.94 µM; 360,000 compounds, 0.42% hits; AID 602123, 2011; in the data active = inhibition above about 13%, passing the limit was not always enough;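 also: 0% = enzyme with probe and DMSO and 100% = no enzyme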
NRP1-CendR mod: modulators of CendR peptide binding to NRP-1, primary screen, biochemical, fluorescence polarization, uHTS; Neuropilin-1 (Homo sapiens), O14786; FAM-RPARPAR peptide binding to NRP-1; inhibition, % at 25 µM; 360,000 compounds, 0.85% hits;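 active = inhibition or corrected inhibition above about 18%, plus a signal ratio from 0.5 to 1.5, limit read from the data, passing the limit was not always enough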; also: strong numbers were not always called active
Target sequence (O14786 whole entry, looked up): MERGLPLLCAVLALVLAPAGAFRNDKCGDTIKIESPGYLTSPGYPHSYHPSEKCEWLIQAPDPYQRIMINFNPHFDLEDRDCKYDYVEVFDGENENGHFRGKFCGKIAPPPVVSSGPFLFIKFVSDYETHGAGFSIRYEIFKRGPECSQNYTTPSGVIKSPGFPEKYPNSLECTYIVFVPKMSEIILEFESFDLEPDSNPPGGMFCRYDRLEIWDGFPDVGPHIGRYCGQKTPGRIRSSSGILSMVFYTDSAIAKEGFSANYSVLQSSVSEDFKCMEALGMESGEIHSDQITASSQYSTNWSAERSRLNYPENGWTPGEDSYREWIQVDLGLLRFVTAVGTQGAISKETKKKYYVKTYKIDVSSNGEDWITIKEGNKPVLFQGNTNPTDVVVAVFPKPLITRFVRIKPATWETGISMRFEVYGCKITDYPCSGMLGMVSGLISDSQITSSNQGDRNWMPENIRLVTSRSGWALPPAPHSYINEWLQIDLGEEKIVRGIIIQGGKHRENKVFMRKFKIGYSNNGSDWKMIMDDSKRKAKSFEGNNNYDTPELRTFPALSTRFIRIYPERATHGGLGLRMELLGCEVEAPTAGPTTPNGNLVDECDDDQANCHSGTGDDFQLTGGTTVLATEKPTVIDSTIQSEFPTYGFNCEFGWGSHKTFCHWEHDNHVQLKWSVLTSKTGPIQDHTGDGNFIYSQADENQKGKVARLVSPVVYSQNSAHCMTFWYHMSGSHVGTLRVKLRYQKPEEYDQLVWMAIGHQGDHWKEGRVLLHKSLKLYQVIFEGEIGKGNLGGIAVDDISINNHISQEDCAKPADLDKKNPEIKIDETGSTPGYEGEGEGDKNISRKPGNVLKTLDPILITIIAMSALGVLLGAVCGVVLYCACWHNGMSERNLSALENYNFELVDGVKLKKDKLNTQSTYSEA
TbMetRS inhib: T. brucei MetRS inhibitors, primary screen, biochemical, luminescence. 360,000 compounds, 0.4% hits. inhibition, % at 11.9 µM. AID 624268, 2012. purified T. brucei MetRS, ATP depletion, Kinase-Glo luminescence;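 active = inhibition above a per-plate cutoff of the control wells' mean inhibition plus 3 SD, cut at about 5.5% in these data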;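 also: 0% = DMSO wells median and 100% = median of wells with control inhibitor compound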
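assay system = parasite MetRS enzyme | timing = 15 min preincubation, 2 h reaction, all 25 °C | evaluation = percent inhibition relative to median high and low control wells | medium = HEPES buffer containing pyrophosphatase, BSA, spermine, DTT | compound = single dose, 11.9 µM final nominal, 0.9% final DMSO | detection = Kinase-Glo luminescence, ATP depletion format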
Numbers without * were called inactive; x = no result given.

| MsrA inh | Scp1 inh | DNMT1 block | SUMO1-SIM PPI | STEP block | LMPTP inh | MsrA act | E coli Lon inh | NRP1-CendR mod | TbMetRS inhib | SMILES |
| --- | --- | --- | --- | --- | --- | --- | --- | --- | --- | --- |
| 2.0 | -3 | -15 | 1 | -1 | 4.2 | -2 | 4 | -18 | 0.4 | COc1ccc(CC(=O)Nc2nc(-c3cc(OC)ccc3OC)cs2)cc1 |
| 0.7 | 0 | 8 | 0 | -1 | 2.3 | -13 | 0 | -14 | -1.3 | O=C(Nc1cc(Br)ccc1O)c1cnn2c(C(F)F)cc(C3CC3)nc12 |
| 0.1 | 4 | 3 | 2 | 1 | -0.3 | -6 | -4 | 5 | 0.2 | C=CCN1CCS(=O)(=O)N(Cc2ccccc2)[C@@H](C(C)C)C1=O |
| -0.4 | -4 | 6 | -1 | 0 | 0.1 | -3 | -2 | -2 | 0.0 | CC(=O)Nc1cc(S(=O)(=O)C(F)(F)F)ccc1Cl |
| -1.1 | -1 | -9 | -77 | 0 | -6.2 | -9 | 10 | -14 | -0.8 | CCN(CC(=O)Nc1ccccc1C(F)(F)F)C(=O)c1cccc(S(=O)(=O)N2CCN(C)CC2)c1 |
| -0.4 | -6 | -3 | -2 | -3 | -0.8 | -6 | -4 | 0 | -0.3 | O=C(CCS(=O)(=O)Cc1ccccc1)N1CCc2ccccc2C1 |
| 0.3 | x | -8 | -4 | 0 | 0.6 | -3 | -1 | -4 | -0.4 | COc1ccc(C(O)C2c3c(cc4c(c3OC)OCO4)CCN2C)c(CO)c1OC (centres undefined) |
| 0.9 | 2 | 10 | -4 | -4 | -1.2 | -10 | -1 | -6 | 0.1 | O=C(Cn1nc(-c2ccccc2)oc1=O)OCC(=O)c1ccccc1 |
| -0.8 | -3 | 1 | 1 | -6 | -0.4 | -1 | 1 | 1 | 0.2 | Cc1cc(C(F)F)n2nc(C(=O)Nc3cccc(C(F)(F)F)c3)nc2n1 |
| -0.6 | -3 | 2 | 7 | 1 | -1.5 | -7 | 0 | 9 | -1.0 | CCOc1cccc(Oc2ccc(C(F)(F)F)cn2)c1 |
| 0.0 | -5 | 2 | -1 | -3 | -0.1 | -3 | 7 | -9 | -0.2 | O=C(CCCc1ccccc1)Nc1ccnn1C1CCN(Cc2ccc(Cl)cc2)CC1 |
| -0.5 | -5 | 3 | 10 | 2 | -1.1 | -9 | 2 | 3 | -0.1 | Cc1cc(C)n2nc(C(=O)Nc3cc(S(=O)(=O)N4CCCCC4)ccc3C)nc2n1 |
| 1.5 | 1 | 2 | 2 | -2 | -2.4 | -14 | -4 | -8 | -0.5 | COCCN(CC(=O)NCC1CCCO1)C(=O)CCC(=O)Nc1cc(C)ccn1 (centres undefined) |
| -1.0 | 0 | -3 | -5 | -2 | 1.4 | 0 | -10 | -48 | -0.3 | CN(C)c1ccc(Cc2ccc(N(C)C)cc2)cc1 |
| -2.5 | -15 | -1 | -1 | 9 | 2.2 | -10 | 4 | 5 | -1.1 | CCOc1ccccc1OCc1nn2c(-c3ccc(C)cc3)nnc2s1 |
| 1.5 | -1 | -2 | 0 | -4 | -1.1 | -4 | -5 | 2 | -0.4 | COc1ccc(OC(=O)NCCc2ccccc2)cc1 |
| 0.5 | -13 | 0 | 4 | -3 | -1.2 | -1 | -8 | -8 | 0.0 | COC(=O)Cc1c(O)ccn(Cc2ccc3c(c2)OCO3)c1=O |
| 1.8 | 0 | 1 | 1 | 0 | -0.3 | 0 | -5 | -5 | 1.2 | C=CCN(CC(=O)Nc1c(C)cccc1CC)C(=O)SCCC |
| 0.1 | -2 | 1 | 4 | -1 | -0.2 | -3 | 3 | -5 | 0.0 | CNc1cc(C(F)(F)F)nc(-c2ccccn2)n1 |
| 0.0 | 3 | 3 | 1 | 6 | -0.5 | -1 | -4 | -4 | -0.6 | CCOC(=O)N1CCN(CC(=O)Nc2ccc(Oc3ccccc3)cc2)CC1 |
| -0.3 | 3 | 1 | -3 | -3 | -5.2 | -8 | -6 | -1 | -1.3 | c1cc[n+](CCCC[n+]2ccccc2)cc1 |
| 0.0 | 4 | 1 | 4 | 1 | -0.6 | -8 | 5 | 5 | -1.3 | CC(=O)NS(=O)(=O)c1ccccc1 |
| -0.4 | -7 | 26 | 6 | 2 | -1.4 | -1 | -3 | 2 | 1.0 | CCCOc1ccc(-c2c(C(=O)N/N=C/c3ccccc3)nnn2-c2nonc2N)cc1 |
| -0.7 | -5 | 3 | -9 | 2 | -0.3 | -1 | -1 | 5 | 0.0 | COc1ccc(-n2nc(C(=O)NCC(=O)NCCCN3CCN(C)CC3)c3ccccc3c2=O)cc1 |
| -0.8 | -5 | -6 | 6 | 1 | 4.4 | -3 | -14 | 9 | -0.3 | CN(Cc1ccc(OC(F)F)cc1)C(=O)c1cccc(S(=O)(=O)N2CCN(c3ccccc3)CC2)c1 |
| -1.2 | -3 | -2 | 1 | 0 | -0.6 | 0 | -10 | -4 | -0.8 | C/C(=N\NC(=O)c1ccc(Cl)cc1)c1ccc2[nH]ccc2c1 |
| -1.1 | -3 | 0 | -3 | -2 | -0.6 | -1 | -8 | 17 | -0.3 | COCCn1nnnc1C(C(C)C)N1CCCC(C)C1 (centres undefined) |
| 0.4 | -3 | -5 | 7 | -1 | 0.5 | 2 | 5 | -4 | -0.9 | CCCCn1c(C23CC4CC(CC(C4)C2)C3)n[nH]c1=S |
| 0.1 | 1 | -2 | 0 | -2 | 1.0 | -4 | -6 | 4 | -1.1 | Brc1ccccc1-c1nnc(COc2ncnc3ccccc23)o1 |
| 1.3 | -15 | 0 | 2 | 1 | 0.9 | -2 | 4 | 4 | -0.2 | COc1cc(SC)ccc1C(=O)Nc1ccc(C)cc1 |
| 1.3 | -3 | 2 | 0 | 0 | 0.0 | -2 | 0 | -15 | 0.5 | CCNc1oc(COc2ccccc2F)nc1C#N |
| 0.2 | -6 | -3 | -3 | 3 | -0.1 | -3 | -14 | 6 | -0.7 | CSCC[C@H](NC(=O)[C@@H]1Cc2ccccc2CN1)C(=O)NC1CCCC1 |
| -0.6 | -9 | -14 | -2 | -3 | 0.9 | -5 | 4 | 1 | 0.0 | Cc1nn(C)c(Cl)c1S(=O)(=O)N[C@@H](c1ccccc1)[C@]1(C)C[C@H]1[C@@H](C)C(=O)Nc1ccc2ccccc2c1 |
| -0.8 | -9 | -1 | 1 | -3 | -1.0 | -2 | 3 | -10 | 3.2 | O=C(NCC(c1ccc(F)cc1)N1CCOCC1)c1cc(F)c(F)c(F)c1F (centres undefined) |
| 0.5 | -3 | 0 | 1 | -2 | -0.5 | -1 | -4 | -5 | -0.3 | CCCCn1c(N)c(N(Cc2ccccc2OC)C(=O)c2ccc(N3CCCC3=O)cc2)c(=O)[nH]c1=O |
| 0.8 | -4 | 1 | -1 | 6 | 0.9 | -4 | -4 | 4 | -0.2 | NC(=O)COc1ccc(Nc2nnc(-c3ccc(O)cc3)c3ccccc23)cc1 |
| -1.7 | 2 | 1 | 3 | -4 | -1.9 | -11 | 5 | 11 | -0.7 | CC1C(c2ccccc2)N(C)CCC12NC(=O)NC2=O (centres undefined) |
| 0.2 | -3 | 3 | -5 | 1 | -2.5 | -1 | -7 | -4 | -0.6 | CCN1CCN(Cc2c(OC)ccc3ccccc23)CC1 |
| -0.9 | x | 0 | -2 | -1 | -2.3 | 2 | 15 | -9 | -0.1 | O=C(CC1C(=O)NCCN1Cc1ccccc1)NC1CCCCC1 (centres undefined) |
| -0.4 | 64* | 77* | 12 | 5 | 33 | -6 | -12 | -74 | -0.3 | O=c1c2c(nc3cc(-c4ccccc4Cl)[nH]n13)CCS2 |
| -1.7 | x | -19 | -4 | 4 | -1.9 | -5 | -1 | 9 | -0.5 | COc1ccc(OC)c(NC(=O)Nc2nc(C(N)c3ccccc3Cl)cs2)c1 (centres undefined) |
| -0.3 | -8 | 3 | -1 | -2 | 0.0 | -2 | -1 | -6 | -1.0 | CC1(CCc2ccccc2)NC(=O)N(CC(=O)Nc2ccc3c(c2)OCCO3)C1=O (centres undefined) |
| 1.7 | -7 | 1 | -6 | -2 | -1.0 | -6 | 15 | -32 | 0.3 | CC(=O)/C(N)=N/Nc1cccc(Cl)c1 |
| 1.0 | -8 | 0 | 5 | 2 | 0.4 | 2 | -6 | 8 | -1.2 | CCOC(=O)N1CCN(C(=O)CSc2nnc(C3COc4ccccc4O3)o2)CC1 (centres undefined) |
| 2.3 | 20 | 4 | -8 | 95* | 0.9 | -2 | -14 | 3 | -0.3 | O=C(N/N=C/c1cccc(Br)c1)c1ccc(N2CCCC2=O)cc1 |
| 0.8 | 1 | 6 | -36 | -9 | 3.4 | -5 | 114* | -9 | -1.4 | O=[n+]1c2c(n([O-])c3cc(F)c(N4CCCC4)cc31)CCCC2 |

Given with tabs: ten of the compounds above.
structure	MsrA inh	Scp1 inh	DNMT1 block	SUMO1-SIM PPI	STEP block	LMPTP inh	MsrA act	E coli Lon inh	NRP1-CendR mod	TbMetRS inhib
COc1ccc(CC(=O)Nc2nc(-c3cc(OC)ccc3OC)cs2)cc1	2.0	-3	-15	1	-1	4.2	-2	4	-18	0.4
O=C(Nc1cc(Br)ccc1O)c1cnn2c(C(F)F)cc(C3CC3)nc12	0.7	0	8	0	-1	2.3	-13	0	-14	-1.3
C=CCN1CCS(=O)(=O)N(Cc2ccccc2)[C@@H](C(C)C)C1=O	0.1	4	3	2	1	-0.3	-6	-4	5	0.2
CC(=O)Nc1cc(S(=O)(=O)C(F)(F)F)ccc1Cl	-0.4	-4	6	-1	0	0.1	-3	-2	-2	0.0
CCN(CC(=O)Nc1ccccc1C(F)(F)F)C(=O)c1cccc(S(=O)(=O)N2CCN(C)CC2)c1	-1.1	-1	-9	-77	0	-6.2	-9	10	-14	-0.8
O=C(CCS(=O)(=O)Cc1ccccc1)N1CCc2ccccc2C1	-0.4	-6	-3	-2	-3	-0.8	-6	-4	0	-0.3
COc1ccc(C(O)C2c3c(cc4c(c3OC)OCO4)CCN2C)c(CO)c1OC (centres undefined)	0.3	x	-8	-4	0	0.6	-3	-1	-4	-0.4
O=C(Cn1nc(-c2ccccc2)oc1=O)OCC(=O)c1ccccc1	0.9	2	10	-4	-4	-1.2	-10	-1	-6	0.1
Cc1cc(C(F)F)n2nc(C(=O)Nc3cccc(C(F)(F)F)c3)nc2n1	-0.8	-3	1	1	-6	-0.4	-1	1	1	0.2
CCOc1cccc(Oc2ccc(C(F)(F)F)cn2)c1	-0.6	-3	2	7	1	-1.5	-7	0	9	-1.0

Assay outcomes from PubChem.

Rows were taken by chance; any-hit rate near 4.3%.
